# Bioassay records as filed in PubChem.
# PI4K2A inh: qHTS for small molecular inhibitors of PI4K2A. purified PI4K2A, ADP-Glo luminescence, 1 h; stronger effect = lower value. activity change, negative = inhibition, % at 76.9 µM. 420,000 tested, 0.13% active. AID 1346378, 2018; in the data active means activity change below about -50%; inconclusive means mostly about -30% to -49%;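 further: -100% = wells without enzyme as full effect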
#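 In this quantitative HTS, ADP production by PI4K2A was quantified luminescently after 1 h at ambient temperature; 100 microM adenosine served as plate-quality control.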
# RGS4 inhibitor: Inhibitors of Regulator of G Protein Signaling (RGS) 4: qHTS. Regulator of G-protein signaling 4 (Homo sapiens), P49798. AID 504845, 2011. Transcreener GDP fluorescence polarization, RGS4-accelerated GTP hydrolysis. 390,000 tested, 0.039% active. Potency, µM (highest dose often 114 µM), without a hit: top-dose activity change, negative = inhibition, hits mostly inhibitors; further: potency means the concentration at half of the fitted maximal effect; on the % scale 0 is the no-effect control and ±100 the full control effect; nearly all actives have a fitted effect of over 75% in size; some results filed as inactive show a strong effect at the top dose
#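 MLSMR compounds (23 nl, pin-transferred) preincubated 10 min at room temperature with a 500nM (2x) first reagent, then RGS4 at 900nM (2x) plus Transcreener GDP mix added; fluorescence polarization (620/688 nm) read before and after 90 min at 30 °C.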
# ERG-DNA inh: qHTS for Small Molecule Inhibitors of the ERG Ets/DNA interaction. Potency, µM (titrated, usually from 76.9 µM), inactives show at the highest dose FP activity, negative = inhibition, usual class: inhibitors. AID 624246, 2012. fluorescence polarization, His-ERG Ets domain / labelled DNA. 370,000 tested, 0.028% active. Transcriptional regulator ERG (Homo sapiens), P11308; active means well fitted inhibition curve with a large enough effect in the polarisation, with a control signal flat; inconclusive means small, poorly fitted or top-dose-only effect, or effect the other way, or a change in a side signal; inactive means no such curve, though single readings can be large or run the other way; the % refers to the polarisation;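 further: polarization taken with two DNA probes labelled with fluorescein and Texas red; potency means the concentration at half of the fitted maximal effect; % of control where 0% means no effect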
#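 His-tagged ERG Ets domain (1 uM in the protein solution; 300mM KCl, 50mM Tris-HCl, 1mM EDTA, 1mM DTT, pH 7.5) received compound, then a probe mix of 5 nM fluorescein-DNA and 100nM Texas-615-DNA. Fluorescence polarization was read for both dyes.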
# G9a block: qHTS Assay for Inhibitors of Histone Lysine Methyltransferase G9a; Histone-lysine N-methyltransferase EHMT2 (Homo sapiens), Q96KQ7; G9a H3K9 monomethylation, AlphaScreen, 2 h; Potency, µM (titrated, usually from 102 µM), without a hit: at the highest dose activity, negative = inhibition, most hits filed as inhibitors; 350,000 tested, 8.8% active; AID 504332, 2011; further: potency means the concentration at half of the fitted maximal effect; on the % scale 0 is the no-effect control and ±100 the full control effect; nearly all actives have a fitted effect of over 75% in size
# Target sequence (Q96KQ7 913-1193 limits assumed): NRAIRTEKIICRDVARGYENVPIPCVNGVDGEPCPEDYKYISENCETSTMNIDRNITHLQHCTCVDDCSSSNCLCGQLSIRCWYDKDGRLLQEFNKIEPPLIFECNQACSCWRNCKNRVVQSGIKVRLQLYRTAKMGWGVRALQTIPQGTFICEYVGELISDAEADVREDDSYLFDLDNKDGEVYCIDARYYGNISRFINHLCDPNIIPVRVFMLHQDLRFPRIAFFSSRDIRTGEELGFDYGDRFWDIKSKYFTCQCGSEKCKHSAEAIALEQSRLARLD
#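 G9a (20 nM) was preincubated 15 min with compound, then reacted 2 h at room temperature with 500 nM biotin-H3K9 peptide and 20 µM SAM. Monomethyl-H3K9 detected by AlphaScreen using anti-H3K9me1 antibody.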
# HP1b binding inh: HTS for Inhibitors of HP1-beta Chromodomain Interactions with Methylated Histone Tails; Potency, µM (highest dose often 114 µM), for the others: at the highest dose activity change, negative = inhibition, hits mostly inhibitors; AlphaScreen HP1-beta / biotin-H3K9me3 peptide binding; Chromobox protein homolog 1 (Homo sapiens), P83916; 390,000 tested, 0.56% active; further: potency means the concentration at half of the fitted maximal effect; nearly all actives have a fitted effect of over 70% in size; inactives centre near 23
#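 HP1-beta protein (50 nM final) preincubated 30 min at room temperature with biotinylated H3(1-18)K9me3 peptide (50 nM) in PBS pH 7.4, 0.01% Tween-20, then compound added for 30 min. AlphaScreen streptavidin donor/nickel chelate acceptor beads (10 ug/mL final), 30 min dark, luminescence read.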
# ALOX12 inh: Primary qHTS assay for inhibitors of human arachidonate 12S-lipoxygenase (ALOX12): Round 2; Polyunsaturated fatty acid lipoxygenase ALOX12 (Homo sapiens), P18054; purified 12hLO, xylenol orange hydroperoxide absorbance; Potency, µM (top dose mostly 108 µM), for inactives: at the top dose activity change, negative = inhibition, usual class: inhibitors; AID 1671190, 2021; 580,000 tested, 1.1% active; further: potency means the concentration at half of the fitted maximal effect; on the % scale 0 is the no-effect control and ±100 the full control effect
#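 Purified human 12hLO (150 nM final) in 25 mM Hepes, 0.01% Triton X-100, pH 7.0 was preincubated 15 min at room temperature with compound. Then 40 uM arachidonic acid was added, 30 min. Hydroperoxide was read by Fe-XO absorbance ratio 573/405 nm.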
# BAZ2B inh: qHTS Assay for Inhibitors of BAZ2B | AlphaScreen BAZ2B-H3K14Ac peptide displacement | Potency, µM (titrated, usually from 114 µM), without a hit: at the highest dose activity change, negative = inhibition, usual class: inhibitors | 360,000 tested, 4.4% active | AID 504333, 2011; further: potency means the concentration at half of the fitted maximal effect; on the % scale 0 is the no-effect control and ±100 the full control effect; nearly all actives have a fitted effect of over 60% in size
#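 AlphaScreen displacement: compounds (up to 110uM) incubated 30 min at room temperature with a preformed 50 nM BAZ2B/50 nM biotinylated H3K14Ac peptide complex in PBS pH 7.4 with Tween-20. Donor and acceptor beads at 10 ug/mL final added, 20 min light-protected before reading.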
# GLS inhibitor: qHTS for Inhibitors of Glutaminase (GLS); Glutaminase kidney isoform, mitochondrial (Homo sapiens), O94925; GLS enzymatic activity, qHTS titration; Potency, µM (highest dose often 45.5 µM), inactives show top-dose activity change, negative = inhibition, hits mostly inhibitors; 410,000 tested, 0.21% active; AID 624170, 2012; further: potency means the concentration at half of the fitted maximal effect; on the % scale 0 is the no-effect control and ±100 the full control effect
# Target sequence (O94925 whole entry, looked up, canonical isoform): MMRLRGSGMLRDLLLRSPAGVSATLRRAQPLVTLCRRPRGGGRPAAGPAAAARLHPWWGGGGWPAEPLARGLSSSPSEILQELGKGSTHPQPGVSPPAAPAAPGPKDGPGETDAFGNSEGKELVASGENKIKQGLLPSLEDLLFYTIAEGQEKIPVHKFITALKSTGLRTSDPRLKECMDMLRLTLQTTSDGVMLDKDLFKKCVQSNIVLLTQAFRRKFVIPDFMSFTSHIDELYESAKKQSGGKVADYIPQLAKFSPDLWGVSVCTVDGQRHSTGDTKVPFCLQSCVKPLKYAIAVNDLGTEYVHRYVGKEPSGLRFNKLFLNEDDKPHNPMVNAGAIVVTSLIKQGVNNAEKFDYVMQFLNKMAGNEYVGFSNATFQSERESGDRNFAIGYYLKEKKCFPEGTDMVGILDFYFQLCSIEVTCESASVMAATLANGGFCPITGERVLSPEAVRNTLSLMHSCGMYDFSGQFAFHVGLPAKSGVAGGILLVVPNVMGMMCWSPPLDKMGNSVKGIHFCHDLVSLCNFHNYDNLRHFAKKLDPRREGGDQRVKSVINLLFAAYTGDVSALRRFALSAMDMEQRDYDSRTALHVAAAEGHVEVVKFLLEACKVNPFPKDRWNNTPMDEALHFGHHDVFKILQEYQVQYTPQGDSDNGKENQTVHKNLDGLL
#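 Compounds were pin-transferred onto hKGA, after which L-glutamine (1 mM solution) and a detection mix of glutamate oxidase, HRP and Amplex Red were added. Initial and 30 min RT fluorescence reads were collected.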
# JMJD2A Tudor inh: qHTS Assay for Inhibitors of JMJD2A-Tudor Domain; Lysine-specific demethylase 4A (Homo sapiens), O75164; AlphaScreen JMJD2A-Tudor / H3K4me3 peptide binding; Potency, µM (top dose mostly 114 µM), inactives show at the top dose activity change, negative = inhibition, hits mostly inhibitors; 390,000 tested, 4.4% active; AID 504339, 2011; further: potency means the concentration at half of the fitted maximal effect; on the % scale 0 is the no-effect control and ±100 the full control effect; nearly all actives have a fitted effect of over 50% in size
# The depositor's hits bear a star; ? = inconclusive; . = no result given; [ ] = remark or other dose. Unless noted, the call rests on the fitted dose curve; in most records, active means well fitted curve in the direction sought with a large enough effect; inconclusive means small, poorly fitted or top-dose-only effect, or another doubt; inactive means no such curve, though single readings can be large; an effect the other way counts as inactive or inconclusive. These rows are one share of the data; rates above refer to the full screens.
SMILES,PI4K2A inh,RGS4 inhibitor,ERG-DNA inh,G9a block,HP1b binding inh,ALOX12 inh,BAZ2B inh,GLS inhibitor,JMJD2A Tudor inh
O=C(COc1ccccc1[N+](=O)[O-])N/N=C/c1ccc(O)c([N+](=O)[O-])c1,7,14%,2%,50µM*,?,-2%,-20%,2%,-20%
COC(=O)c1sc(C(F)(F)F)c(-c2ccccc2)c1S(=O)(=O)NC(C)(C)C,1,20%,10%,.,53%[activator],-42%,0%,3%,-2%
CC(=NCCc1ccccc1)C1=C(O)C(c2ccccc2)OC1=O (stereo not drawn),-1,17%,1%,-1%,24%,7%,-3%,2%,-4%
COC(=O)c1nn(-c2ccccc2)c(=O)cc1Oc1ccccc1,-2,1%,6%,.,10%,-23%,5%,-4%,-15%
CCN(CC)c1nc(-c2cccc(OC)c2O)nc2ccccc12,10,-30%[11.4 µM],3%,?,?,?,?,?,?
COc1ccc(Nc2c(-c3ccc(C)cc3)nc3cnccn23)cc1,0,-23%,24%,50µM*,-13%[57 µM],?,?,-8%,45µM*
CCOc1cc2[nH]c(=O)n(CC3CCC(C(=O)NCCCOC)CC3)c(=O)c2cc1OCC (stereo not drawn),2,23%,1%,6%,27%,-10%,-1%,9%,-12%
CS(=O)(=O)N(CC(=O)N1CCN(Cc2ccccc2)CC1)c1ccc(F)cc1,-5,7%,8%,.,28%,0%,-11%,-4%,4%
Nc1nnc(SCC(=O)Nc2ccc(Cl)cc2)s1,0,5%,2%,-11%[59 µM],34%[activator],?,-9%,14%,-29%
O=C(C1CCC(=O)N1Cc1cccnc1)N1CCN(c2ccc(F)cc2)CC1 (stereo not drawn),-2,-20%,-1%,-10%,39%[activator],-12%,11%,24%,-6%
COC(=O)[C@H](CCSC)NC(=O)NCCc1ccccc1F,5,12%,4%,11%[59 µM],33%[activator],12%,-22%,2%,-9%
Cc1ccc(-c2nnc(Nc3ccc(O)cc3)c3ccccc23)cc1S(=O)(=O)N1CCN(C)CC1,0,-17%,1%,-4%[59 µM],13%,?,-11%,24%,-21%
COc1ccc(-[n+]2c(C)cc(/C=C3\Sc4ccccc4N3C)cc2C)cc1,1,-37%,30%,50µM*,65%[activator],?,-15%,13%,-4%
COc1cc(Br)c(Br)c(Br)c1N,-2,-13%,0%,32%[59 µM],52%[activator],39%[activator],20%,5%,23%
O=C(Nn1cnnc1)c1ccccc1F,0,15%,3%,-1%[0.501 µM],22%,11%,-7%,1%,-23%
O=C(Nn1cnnc1)c1ccc(F)c(S(=O)(=O)N2CCCCC2)c1,9,-3%,-3%,?,17%,-14%,?,1%,-9%
O=C(Nc1cccc(S(=O)(=O)N2CCOCC2)c1)c1cc(S(=O)(=O)N2CCOCC2)c(Cl)cc1Cl,9,-21%,-5%,.,18%,12%,.,-7%,1%
CC(=O)Nc1sc2c(c1-c1nc3ccccc3s1)CN(C(C)C)CC2,4,5%,.,.,39%,-26%,.,7%,-12%
C=C(C)CSc1nc2c(c(=O)[nH]c(=O)n2C)n1CCC(C)C,-3,-44%,-6%,0%,-1%,-5%,10%,1%,-31%
CCCc1cc(=O)oc2c3c(cc(OCC(=O)N[C@@H](CSC)C(=O)O)c12)OC(C)(C)CC3,3,-12%,-8%,?,21%,.,3%,-11%,-9%
COCc1nnc(NC(=O)CSc2ccccc2)s1,0,3%,-3%,1%,41%[activator],-33%,6%,.,1%
CC1CCCN(S(=O)(=O)c2cc3c4c(c2)CC(=O)N4CCC3)C1 (stereo not drawn),1,12%,19%,14%[59 µM],-8%,-20%,-5%,-10%,-11%
Cc1cc(=O)oc(C)c1C(=O)NCCc1ccc(F)cc1,3,-7%,5%,17%[0.501 µM],15%,-24%,8%,6%,0%
COC(=O)C(C)Oc1ccc2cc(-c3ccccc3)c(=O)oc2c1 (stereo not drawn),-22,-21%,-3%,52%[activator],43%[activator],10%,-3%,-10%,14%
CCCCCNC(=O)c1ccc2c(=O)n(CC3CCCO3)c(=S)[nH]c2c1 (stereo not drawn),-9,-7%,-3%,?,15%,6%,-11%,3%,?
Cc1cccn2c(=O)c3cc(C(=O)NC(C)C)c(=N)n(Cc4ccncc4)c3nc12,0,10%,1%,8%[12.7 µM],20%,218%[activator],-4%,0%,-8%
CC(=O)Nc1cccc(/C(C)=N/NC(=O)c2cccc(S(=O)(=O)N3CCOCC3)c2)c1,3,-21%,-1%,2%,11%,6%,.,-8%,?
CN(C)c1ccc(CNc2nc(-c3ccco3)nn2C(=O)c2cccc([N+](=O)[O-])c2)cc1,-12,0%,2%,7.9µM*,?,?,35µM*,2%,45µM*
CC(=O)Nc1cccc(Oc2ncccc2[N+](=O)[O-])c1,-2,11%,-16%,22%,27%,5%,0%,0%,11%
COc1ccc(NC(=O)c2sc3nc4c(cc3c2N)CN(Cc2ccccc2)CC4)c(OC)c1,6,-1%,-5%,4%[59 µM],21%,-24%,-17%,-18%,-12%
CCC(CC)c1nnc(NC(=O)CCc2ccccc2OC)s1,4,-2%,-3%,18%,15%,6%,2%,-13%,-8%
COC(=O)c1ccc(Oc2cc(C)nc(NCc3ccccc3)n2)cc1,2,10%,-2%,-47%,27%,16%,4%,6%,-7%
Cc1ccc(OCCNC(=O)c2ccccc2OCc2c(C)noc2C)cc1,-2,-6%,-4%,10%[12.7 µM],26%,15%,-2%,0%,-13%
Cc1[nH]c(C)c(S(=O)(=O)NCCc2ccccc2)c1C(=O)N1CCCCC1,0,17%[11.4 µM],0%,.,11%,13%,-11%,1%,-32%
NC(=O)COC(=O)/C=C/c1ccc2ccccc2n1,-2,-3%,-3%,-4%[0.0925 µM],34%,-9%,3%,-1%,0%[11.4 µM]
CCOC(=O)c1ccc(NC(=O)N2CCCCC2)cc1,1,-24%,8%,0%[12.7 µM],24%,.,10%,1%,10%
CCCCC1N2CC3([N+](=O)[O-])CN1CC([N+](=O)[O-])(C2)C3(C)C (stereo not drawn),-1,22%,-8%,2%[59 µM],5%,20%,9%,4%,-10%
CCN(CC(=O)Nc1ccc(OC)cc1)C(=O)Cc1coc2cc(C)c(C)cc12,-2,?,-2%[15.4 µM],?,-6%,203%[activator],-26%,0%,-11%
COC(=O)c1ccccc1N(C)S(=O)(=O)c1cc2c3c(c1)CC(=O)N3CCC2,0,-16%,2%,7%[59 µM],25%[57 µM],-21%,-19%,0%,-11%
COC(=O)c1c(C)nc2nonc2c1N,0,-2%,2%,.,45%[activator],-7%,-5%,0%,-3%
O=C(C1=C(O)C(=O)N(Cc2cccnc2)C1c1cccc(Oc2ccccc2)c1)c1ccco1 (stereo not drawn),2,-8%,-11%,.,13%,0%,.,8%,-30%

# Single records, as listed above.
# COC(=O)c1ccccc1N(C)S(=O)(=O)c1cc2c3c(c1)CC(=O)N3CCC2 as listed: PI4K2A inh: 0; RGS4 inhibitor: -16%; ERG-DNA inh: 2%; G9a block: 7%[59 µM]; HP1b binding inh: 25%[57 µM]; ALOX12 inh: -21%; BAZ2B inh: -19%; GLS inhibitor: 0%; JMJD2A Tudor inh: -11%
# CC(=O)Nc1cccc(Oc2ncccc2[N+](=O)[O-])c1 as listed: PI4K2A inh: -2; RGS4 inhibitor: 11%; ERG-DNA inh: -16%; G9a block: 22%; HP1b binding inh: 27%; ALOX12 inh: 5%; BAZ2B inh: 0%; GLS inhibitor: 0%; JMJD2A Tudor inh: 11%
# COC(=O)C(C)Oc1ccc2cc(-c3ccccc3)c(=O)oc2c1 (stereo not drawn) as listed: PI4K2A inh: -22; RGS4 inhibitor: -21%; ERG-DNA inh: -3%; G9a block: 52%[activator]; HP1b binding inh: 43%[activator]; ALOX12 inh: 10%; BAZ2B inh: -3%; GLS inhibitor: -10%; JMJD2A Tudor inh: 14%

# Rewritten with bars between the fields: entries from further up.
molecule | PI4K2A inh | RGS4 inhibitor | ERG-DNA inh | G9a block | HP1b binding inh | ALOX12 inh | BAZ2B inh | GLS inhibitor | JMJD2A Tudor inh
COC(=O)c1c(C)nc2nonc2c1N | 0 | -2% | 2% | . | 45%[activator] | -7% | -5% | 0% | -3%
O=C(C1=C(O)C(=O)N(Cc2cccnc2)C1c1cccc(Oc2ccccc2)c1)c1ccco1 (stereo not drawn) | 2 | -8% | -11% | . | 13% | 0% | . | 8% | -30%
